Screens (PubChem BioAssay)
LDHA block: qHTS assay for inhibitors of human lactate dehydrogenase | 0.15% of 480,000 active | activity change, % (values are at about 110 or 230 µM) | L-lactate dehydrogenase A chain (Homo sapiens), P00338 | purified LDHA, NADH/diaphorase-resazurin fluorescence; hits give low values; in the data active = activity change below about -30%; inconclusive = mostly about -25% to -30%;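 note: plate controls were DMSO wells for no effect and wells without enzyme for full effect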
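Human LDH5 (2 nM) was incubated with 0.06 mM NADH and 0.2 mM pyruvate for 5 min at room temperature in Tris pH 7.4. Remaining NADH was coupled through diaphorase/resazurin, and resorufin fluorescence was read at 0 and 20 min.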
Apoferritin bind: qHTS Assay for Identification of Novel General Anesthetics. Ferritin light chain (Equus caballus), P02791. apoferritin/1-aminoanthracene competitive binding, fluorescence. Potency, µM (highest dose often 77.5 µM), inactives show at the highest dose activity change, negative = displacement, usual class: inhibitors. 0.074% of 350,000 active. AID 485281, 2010; note: potency is the fitted concentration of half-maximal effect; % is set by controls: 0 for no effect and ±100 for the full control effect; nearly all actives have a fitted effect of over 20% in size
Target sequence (P02791 2-175 limits assumed): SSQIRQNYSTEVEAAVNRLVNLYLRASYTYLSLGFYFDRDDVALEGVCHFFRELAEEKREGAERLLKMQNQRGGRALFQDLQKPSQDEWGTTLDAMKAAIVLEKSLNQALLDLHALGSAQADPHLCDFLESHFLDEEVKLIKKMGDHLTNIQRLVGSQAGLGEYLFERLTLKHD
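Concentration-response curves derived by four-parameter Hill fitting of normalized fluorescence, where compounds displaced 1-AMA from 10 uM horse apoferritin following a brief 10 min room-temperature incubation; propofol titration acted as positive control.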
POLK inh: qHTS for Inhibitors of Polymerase Kappa; purified Pol kappa, fluorescent DNA synthesis assay, 10 min; Potency, µM (doses to about 107 µM), for inactives: at the highest dose activity, negative = inhibition, hits mostly inhibitors; 0.53% of 400,000 active; DNA polymerase kappa (Homo sapiens), Q9UBT6; note: potency is the fitted concentration of half-maximal effect; % is set by controls: 0 for no effect and ±100 for the full control effect
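Inhibition of 10 nM Pol kappa is measured by a fluorescent read-out at 0 and 10 min following addition of 50 nM substrate (final), with a 15-min room-temperature compound preincubation.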
Pol eta inh: qHTS for Inhibitors of Polymerase Eta; DNA polymerase eta (Homo sapiens), Q9Y253; recombinant Pol eta, fluorescent DNA replication assay; Potency, µM (series often up to 114 µM), inactives show at the top dose activity change, negative = inhibition, actives largely listed as inhibitors; 1.2% of 390,000 active; AID 588591, 2011; note: potency is the fitted concentration of half-maximal effect; % is set by controls: 0 for no effect and ±100 for the full control effect
Target sequence (Q9Y253 whole entry, looked up): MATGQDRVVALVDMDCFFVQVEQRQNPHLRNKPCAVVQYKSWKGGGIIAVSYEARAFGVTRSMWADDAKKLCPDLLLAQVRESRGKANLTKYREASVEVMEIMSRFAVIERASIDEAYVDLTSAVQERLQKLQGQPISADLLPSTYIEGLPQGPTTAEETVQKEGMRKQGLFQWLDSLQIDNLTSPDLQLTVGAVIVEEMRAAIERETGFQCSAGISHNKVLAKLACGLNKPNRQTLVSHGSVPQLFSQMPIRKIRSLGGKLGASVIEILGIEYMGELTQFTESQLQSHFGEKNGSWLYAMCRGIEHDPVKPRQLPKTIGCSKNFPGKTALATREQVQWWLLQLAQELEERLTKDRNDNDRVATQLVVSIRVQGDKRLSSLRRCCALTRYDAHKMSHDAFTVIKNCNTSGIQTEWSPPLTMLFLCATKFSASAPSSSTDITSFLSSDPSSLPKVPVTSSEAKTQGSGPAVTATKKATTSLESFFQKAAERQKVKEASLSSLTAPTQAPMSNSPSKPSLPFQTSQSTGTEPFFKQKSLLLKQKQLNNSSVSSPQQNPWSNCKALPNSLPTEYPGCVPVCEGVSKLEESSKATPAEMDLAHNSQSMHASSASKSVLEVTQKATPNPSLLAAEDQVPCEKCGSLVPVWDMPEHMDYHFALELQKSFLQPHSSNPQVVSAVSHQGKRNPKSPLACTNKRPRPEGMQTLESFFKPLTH
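Fluorescent replication assay: 50 nM final substrate added after a 15 min room-temperature compound preincubation with 10 nM enzyme. Signal taken at 0 min and again at 10 min.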
Pol beta inh: qHTS Assay for Inhibitors of DNA Polymerase Beta; P06746; Pol beta primer extension/strand displacement, fluorescence kinetic; Potency, µM (titrated, usually from 114 µM), inactives show top-dose activity change, negative = inhibition, actives largely listed as inhibitors; 1.3% of 340,000 active; AID 485314, 2010; note: potency is the fitted concentration of half-maximal effect; % is set by controls: 0 for no effect and ±100 for the full control effect
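Human Pol beta at 10 nM; strand-displacement substrate 50 nM final. Compound exposure 15 min at room temperature before start, reaction 10 min at room temperature.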
ERG-DNA inh: qHTS for Small Molecule Inhibitors of the ERG Ets/DNA interaction | fluorescence polarization, His-ERG Ets domain / labelled DNA | Potency, µM (series often up to 76.9 µM), for the others: top-dose FP activity, negative = inhibition, usual class: inhibitors | 0.028% of 370,000 active | AID 624246, 2012; active = well fitted inhibition curve with a large enough effect in the polarisation, with a control signal flat; inconclusive = small, poorly fitted or top-dose-only effect, or effect the other way, or a change in a side signal; inactive = no such curve, though single readings can be large or run the other way; the % refers to the polarisation;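 note: polarization taken with two DNA probes labelled with fluorescein and Texas red; potency is the fitted concentration of half-maximal effect; % of control where 0% means no effect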
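His-tagged ERG Ets domain (1 uM in the protein solution; 300mM KCl, 50mM Tris-HCl, 1mM EDTA, 1mM DTT, pH 7.5) received compound, then a probe mix of 5 nM fluorescein-DNA and 100nM Texas-615-DNA. Fluorescence polarization was read for both dyes.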
12-LOX inh: Primary qHTS assay for inhibitors of human arachidonate 12S-lipoxygenase (ALOX12): Round 2. Polyunsaturated fatty acid lipoxygenase ALOX12 (Homo sapiens), P18054. purified 12hLO, xylenol orange hydroperoxide absorbance. Potency, µM (highest dose often 108 µM), for inactives: at the highest dose activity change, negative = inhibition, most hits filed as inhibitors. 1.1% of 580,000 active. AID 1671190, 2021; note: potency is the fitted concentration of half-maximal effect; % is set by controls: 0 for no effect and ±100 for the full control effect
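Purified human 12hLO at 150 nM in 25 mM Hepes, 0.01% Triton X-100, pH 7.0, preincubated 15 min at room temperature with compound. Reaction started with 40 uM arachidonic acid, 30 min at room temperature. Hydroperoxide measured by Fe-xylenol orange, 573/405 nm absorbance ratio.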
APEX1 inh: qHTS Assay for Inhibitors of the Human Apurinic/apyrimidinic Endonuclease 1 (APE1); DNA repair nuclease/redox regulator APEX1 (Homo sapiens), P27695; Potency, µM (top dose mostly 65.8 µM), without a hit: top-dose activity change, negative = inhibition, most hits filed as inhibitors; recombinant APE1, TAMRA/BHQ-2 abasic DNA cleavage fluorescence; AID 2517, 2012; 0.35% of 350,000 active;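 note: potency is the fitted concentration of half-maximal effect; plate controls were vehicle for no effect and reference inhibitor for full effect; nearly all actives have a fitted effect of over 55% in size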
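Measures dequenching upon AP-site incision of a 5'-TAMRA/3'-BHQ-2 THF-containing duplex, 50 nM; human APE1 0.75 nM after 15 min room-temperature exposure to compound; kinetic three-point read at one-minute spacing.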
RGS4 inh: Inhibitors of Regulator of G Protein Signaling (RGS) 4: qHTS. Regulator of G-protein signaling 4 (Homo sapiens), P49798. Transcreener GDP fluorescence polarization, RGS4-accelerated GTP hydrolysis. Potency, µM (doses to about 114 µM), inactives show at the top dose activity change, negative = inhibition, actives largely listed as inhibitors. 0.039% of 390,000 active; note: potency is the fitted concentration of half-maximal effect; % is set by controls: 0 for no effect and ±100 for the full control effect; nearly all actives have a fitted effect of over 75% in size; some results filed as inactive show a strong effect at the top dose
Target sequence (P49798 whole entry, looked up): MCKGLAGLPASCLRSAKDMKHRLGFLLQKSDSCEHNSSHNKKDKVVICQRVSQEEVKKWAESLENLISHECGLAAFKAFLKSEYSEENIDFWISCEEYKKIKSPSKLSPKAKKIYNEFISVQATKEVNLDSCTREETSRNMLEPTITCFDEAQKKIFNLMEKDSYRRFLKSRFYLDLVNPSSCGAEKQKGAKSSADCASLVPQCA
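MLSMR compounds (23 nl, pin-transferred) preincubated 10 min at room temperature with a 500nM (2x) first reagent, then RGS4 at 900nM (2x) plus Transcreener GDP mix added; fluorescence polarization (620/688 nm) read before and after 90 min at 30 °C.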
* hit, by the source's call; ? = inconclusive; . = no result given; & = joins results of further samples; [ ] = dose if it differs, or a comment. Unless noted, calls come from the whole dose curve; as a rule, active = well fitted curve in the direction sought with a large enough effect; inconclusive = small, poorly fitted or top-dose-only effect, or another doubt; inactive = no such curve, though single readings can be large; an effect the other way counts as inactive or inconclusive. Not all compounds are listed; count on the stated rates, not on these rows.

Results follow in this order: LDHA block | Apoferritin bind | POLK inh | Pol eta inh | Pol beta inh | ERG-DNA inh | 12-LOX inh | APEX1 inh | RGS4 inh
CN(C)S(=O)(=O)N1CCC(n2nccc2NC(=O)CCCc2ccccc2)CC1
 : 1.4 | 0.7% | -8.3% | -6.5% | 21.2% | 4.0% | -17.4% | 31.7% | 11.5%[56.9 µM]
CCCn1cnc2cc(NCc3cccs3)ccc21
 : 8.8 | -15.4% | -12.4% | -7.6% | -1.5% | -0.5% | 0.0% | -1.5% | -24.1%
O=C(O)CN1CCNCCN(CC(=O)O)CCNCC1
 : 1.0 | . | 0.8% | -10.2% | . | . | 0.5% | . | -24.4%
CCCCC(C(=O)NC1CCCC1)N(C(=O)c1snc(C(N)=O)c1N)c1ccc(C)cc1 (centres undefined)
 : -6.4 | -1.9% | -0.2% | -0.8% | 10.4% | 9.6% | -7.3% | 7.6%[12.4 µM] | 24.4%
COc1cccc(Nc2ncnc3onc(-c4ccccc4OC)c23)c1
 : -6.7 | -10.0% | -14.7% | -13.4% | 3.0% | -6.1% | 6.3% | -1.0% | 15.9%
CCOC(=O)c1nc(C)n(-c2ccc([N+](=O)[O-])cc2)n1
 : -10.4 | -1.5% | -5.5% | 7.7% | -0.5% | 2.4% | -0.1% | -5.2% | 23.6%
COc1ccc(-c2oc3ncn4nc(COc5ccccc5)nc4c3c2-c2ccc(OC)cc2)cc1
 : -0.6 | -9.1% | -13.1% | -6.9% | -10.1% | 1.5% | 0.0% | -0.9% | 9.3%
Cc1ccc(Cn2nc(C)c(NC(=O)c3cc(-c4ccc(F)cc4)on3)c2C)cc1
 : -11.2 | -5.4% | -6.7% | -12.1% | -22.4% | -1.3% | -18.5% | . | 20.9%
CC(=O)c1cccc(N(CC(=O)Nc2ccc(S(=O)(=O)N3CCCC3)cc2)S(C)(=O)=O)c1
 : -7.5 | -6.6% | -17.4% | -23.8% | 40.9% | 7.9% | 14.9% | -17.1% | 6.3%
Cc1nc(SCC(=O)NCCc2ccccc2)nc(C)c1C
 : -0.6 | -5.4% | -11.7% | -1.6% | 24.5% | -1.9% | -3.7% | 16.3% | 41.2%
CCOC(=O)/C(C#N)=C1\C=CN(C)C(C)=N1
 : -9.4 | -4.2% | -13.2% | 5.7% | 7.1% | 5.0% | 1.2% | -3.3% | 13.8%
CC(C)Nc1nc(-c2ccccn2)nc(-c2ccccc2)c1C#N
 : -6.0 | -3.0% | -13.0% | -4.0% | -22.9% | -10.6% | 0.6% | -1.2% | -5.7%
CC(C)CC(=O)Nc1cc(-c2ccccc2F)nn1-c1ccccc1
 : -5.9 | 4.8% | -7.6%[60.1 µM] | -3.9% | ? | -1.5% | -24.8% | . | 15.1%
O=C(COc1ccccc1-c1ccccc1)c1ccccc1
 : -3.8 | -13.3% | -9.5% | -18.0% | 20.9% | -9.5% | -4.2% | 14.6% | -5.2%
CCOC(=O)C1=C(C)N(C)C(=O)NC1c1cc2c(cc1[N+](=O)[O-])OCO2 (centres undefined)
 : 21.4 | -8.3% | ? | -14.1% | 17.8µM* | -4.1% | ? | -4.3% | -31.1%
NS(=O)(=O)c1ccc(CCNC(=O)Cn2c(=O)c3cccn3c3ccc(F)cc32)cc1
 : -2.7 | -3.8% | -13.4% | 6.1% | 44.7µM* | 3.0% | -9.3% | . | 11.8%
Cc1ccc(S(=O)(=O)N(C)C)cc1NC(=O)COC(=O)CC1CCCC1
 : -5.8 | . | -15.2% | -1.2% | . | 5.6% | 12.0% | 11.6% | 19.1%
CC(CCC(=O)O)(c1ccc(O)cc1)c1ccc(O)cc1
 : -0.8 | . | 10.5% | -8.9% | . | -12.2% | 13.2% | 0.4%&-3.6% | 1.2%
Cc1ccc(N2CC(C(=O)Nc3nnc(SCCN4CCOCC4)s3)CC2=O)cc1C (centres undefined)
 : -2.9 | -17.2% | -12.2% | -13.1% | -3.5% | 0.3% | ? | -1.8% | 13.2%
OCc1ccccc1OCCCOc1cccc2cccnc12
 : -7.0 | -14.1% | -1.5% | -5.8% | -23.8% | -3.3% | 0.0% | 22.4% | 0.1%
N#CCSc1nnc(Cc2ccc3c(c2)OCO3)o1
 : 4.1 | -23.3% | -10.1% | -8.3% | 7.4% | 3.9% | -24.5% | -3.2% | -1.5%
CC(=O)NS(=O)(=O)c1ccc(N=c2ssc3c2-c2cc(C)ccc2NC3(C)C)cc1
 : -1.8 | -8.0% | -9.8% | -9.0% | 5.8% | 1.0% | ? | 3.9% | -33.9%
Cc1ccc(OCC(=O)N2CCN(C(=O)CCC3CCCC3)CC2)cc1
 : -0.4 | -11.1% | -1.7% | -12.1% | -0.6% | -12.4% | . | 3.5% | 4.7%
O=C(O)Cn1cnc2scc(-c3cccs3)c2c1=O
 : -6.4 | ? | -24.8% | 20µM* | 20µM* | 11.5% | 0.0% | ? | -6.6%
CCN(CC)S(=O)(=O)c1ccc(C(=O)Nc2nnc(C(C)C)s2)cc1
 : -9.3 | -10.8% | -14.9% | -7.0% | -0.5% | -0.5% | 17.8% | 1.7% | 10.1%
COc1ccc(C(=O)Oc2c(OC)cc(C(=S)N3CCOCC3)cc2OC)cc1OC
 : -6.9 | -12.2% | -13.6% | -3.5% | 35.2% | 11.6% | ? | -3.8% | ?
Cc1ccccc1-c1nc(-c2ccc(NC(=O)c3ccc4c(c3)OCO4)cc2)no1
 : 0.0 | -15.7% | -3.1% | ? | ? | 14.9% | -12.2% | -0.3% | -4.2%
COc1ccc(CCC(=O)NCc2ccccc2OC)cc1
 : 3.8 | 1.4% | -2.2% | -10.2% | 13.2% | 10.7% | -2.4% | -4.5% | ?
CNCCOc1ccccc1-c1ccccc1
 : -16.3 | -20.0% | -2.5% | 4.2% | 0.5% | 1.2% | -51.5% | 2.4% | -10.4%
C=C(C1=CCN(S(=O)(=O)C(C)(C)C)[C@@H]1CCO)c1ccccc1
 : 2.5 | . | -5.0% | -9.4% | . | 3.9% | -18.5% | . | -13.5%
Cn1c(=O)[nH]c(=O)c2c1nc(Sc1ccccc1)n2CCc1ccccc1
 : -8.0&0.1 | 0.7% | -4.5% | -19.0% | 0.4% | 0.9% | 24.2%[57.4 µM] | -2.4% | 19.2%
Cc1ccc2occ(CC(=O)N(Cc3ccc(Cl)cc3)C3CCS(=O)(=O)C3)c2c1 (centres undefined)
 : 4.1 | -10.4% | -2.2% | ? | -6.5% | 3.9% | 4.6% | . | -0.9%
O=C(Nc1cccc(-n2cnnn2)c1)c1ccoc1COc1ccc(Cl)cc1
 : -2.2 | ? | -11.2% | -3.3% | ? | 6.0% | -27.7% | -14.1% | 7.5%
COc1cccc(CC(=O)NNC(=O)c2ccc3c(c2)OCO3)c1
 : -2.2 | -3.5% | -8.9% | -17.8% | 0.2% | 1.6% | 0.0% | 29.4% | -1.0%
COc1ccccc1NC(=O)C(=O)N/N=C(\C)CC(=O)Nc1ccccn1
 : -0.6 | -11.8% | 10.7% | -13.6% | -0.9% | ? | -1.0% | 11.9% | -25.7%
CC(C)N(C)Cc1cn(C)nc1-c1ccc(Oc2ccccc2)cc1
 : -4.3 | -14.8% | -8.9% | -21.5% | 26.4% | 14.0% | 1.3% | -10.3% | -9.0%
Cc1ccc(-c2nc(S(=O)(=O)c3ccc(C)cc3)c(N3CCOCC3)o2)cc1
 : -3.2 | -3.5% | -4.1% | -22.8% | ? | ? | -25.4% | 22.7% | -34.8%
Cc1ccc(CNC(=O)C2CCCN(c3nc4ccccc4o3)C2)cc1 (centres undefined)
 : -5.7 | -7.1% | -9.0% | -4.3% | 5.9% | 7.0% | 3.5% | -0.5% | 23.2%
O=C(CCCOc1ccc(Cl)cc1Cl)Nc1cccnc1
 : -4.0 | -18.9% | -13.6% | -3.4% | 12.9% | . | ? | 0.7% | -0.6%
CCOc1ccc(Br)cc1C(=O)N/N=C/c1ccccn1
 : -2.5 | -7.7% | 0.8% | 1.4% | 8.3% | 12.3% | . | 6.7% | 3.9%
CCCNC(=O)c1onc(CSc2ccc(F)cc2)c1C(=O)NCCC
 : -0.7 | 1.7% | -5.9% | -12.2% | 13.0% | -5.5% | -5.6% | 1.4% | 24.4%
COc1ccc(/C(O)=C2\C(=O)C(=O)N(c3cc(C)on3)C2c2cccc(OC)c2OC)cc1C (centres undefined)
 : -3.9 | -22.8% | 4.6% | -9.1% | 47.2%[activator] | -0.7% | 0.0% | 7.6% | 14.2%
Cc1ccc(C(=O)N(C)CC(=O)Nc2cccc(F)c2)cc1S(=O)(=O)N1CCCCC1
 : 1.9 | . | -13.8% | ? | . | -4.6% | -7.5% | -26.6% | -32.7%
CCOCCCNC(=O)c1c[nH]c2c(CC)cccc2c1=O
 : -8.6 | -8.0% | -5.6% | -4.7% | -25.7% | -2.2% | 0.3% | 10.7% | -0.6%
